WT yeast gro inh: growth inhibition of WT yeast, mitochondrial fusion screen; mitochondrial fusion phenotypic screen, WT strain; actives 2.1% (n = 190,000); inhibition, % at 10 µM; AID 1362; in the data active = inhibition above about 58%; tested in S. cerevisiae
bCat nuc transl: modulators of beta-catenin nuclear translocation; nuclear translocation activity, % at 5 µM; actives 0.3% (n = 190,000); HeLa beta-catenin nuclear translocation, immunofluorescence imaging;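 active = nuclear translocation activity above 50% at 5 µM, with a well cell count of 50 or more; inconclusive = wells under 50 cells across six images, flagged as toxic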;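 also: per-cell ratio of nuclear to cytoplasmic median beta-catenin stain intensity; plate controls were DMSO negative control for no effect and GSK-3 inhibitor IX positive control for full effect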
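Test system: human HeLa cells, native beta-catenin. Compound dosing: 5 µM primary single dose, 0.1% DMSO, 0.02–20 µM confirmation series. Incubation: compound exposure 24 h at 37°C. Detection: beta-catenin immunostaining with DAPI counterstain, 20x imaging, 6 fields/well. Read-out basis: Nuclear/cytoplasmic beta-catenin signal ratio, % activation.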
MgcRacGAP inhibition: MgcRacGAP GTPase-activating activity inhibitors, confirmation, biochemical, ADP Hunter fluorescence. actives 0.6% (n = 340,000). MgcRacGAP-stimulated Rac1 GTP hydrolysis, ADP Hunter fluorescence; higher % means a stronger effect; GST-tagged Rac1 F28L mutant substrate. inhibition, % at 30 µM, or IC50 in µM where a hit was titrated;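 active = first-screen hits whose inhibition reached a set limit at any dose in the follow-up dose series; inconclusive = inhibition above the set first-screen limit but never retested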;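 also: fluorescence reports GDP produced by GAP-driven GTP hydrolysis; strong numbers were not always called active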
RSV antiviral HEp-2: inhibition of RSV-induced cytopathic effect – HEp-2 cells, primary 10 µM value included (AID 2391); HEp-2 cells, RSV-induced CPE inhibition; higher % means a stronger effect; one-dose CPE inhibition, % at 10 µM; IC50 in µM for titrated hits; actives 0.13% (n = 310,000); in the data active = a potency from the dose series; inconclusive = CPE inhibition mostly from about 23% at the one dose, without a potency; inactive = the rest, 99 in 100 with CPE inhibition below about 21%; also: strong numbers were not always called active
T cell HTS: T cell immune modulators affecting CD8 T cell-vesicle binding; 2C CD8+ T cell-vesicle binding, flow cytometry; active compounds read low; calls only at 7 µM; actives 0.068% (n = 330,000);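 active = response, share of CD8 T cells binding vesicles, and their 90th percentile fluorescence all below set limits, cut at about 80% in these data, passing the limit was not always enough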
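Assay system: 2C TCR transgenic mouse naive CD8+ T cells, MACS-purified | Read-out: CD8+ gate FL2 mean fluorescence as % of same-row positive control | Signal: High-throughput flow cytometry with anti-B7-1 and anti-CD8 staining | Timing: Binding step 1.5 h, 37 °C, antibody labelling 20 min, ice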
Large T inhibition: SV40 large T antigen inhibitors, biochemical (AID 1903) | actives 0.39% (n = 310,000) | SV40 large T antigen ATPase/helicase inhibition assay; higher % means a stronger effect | one-dose inhibition, % at 20 µM; IC50 in µM for titrated hits; in the data active = a potency from the dose series; inconclusive = inhibition mostly from about 32% at the one dose, without a potency; inactive = the rest, 99 in 100 with inhibition below about 32%; also: strong numbers were not always called active
Myeloid diff 2: myeloid differentiation induction; calls only at 10 µM; actives 1% (n = 360,000); ER-HoxA9 myeloid progenitors, lysozyme-GFP differentiation, flow cytometry;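 active = normalized GFP-positive differentiation at or above the plate's own cutoff, the solvent-only control mean plus 3 SD; inconclusive = no clear call, values can overlap the other calls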;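 also: cells exposed to compound for four days before flow analysis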
PhoP inhibition: PhoP-dependent GFP reporter repression – Salmonella Typhimurium, primary screen (AID 1863); S. Typhimurium PhoP-regulated promoter GFP reporter, 4 h; higher % means a stronger effect; one-dose inhibition, % at 50 µM; IC50 in µM for titrated hits; actives 0.16% (n = 300,000);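 active = inhibition over 29.93%, a cutoff 3 SD above the screen mean, later confirmed by dose response; inconclusive = inhibition over 29.93% but no dose response follow-up; inactive = inhibition at most 29.93% or unconfirmed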;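 also: 0% = low Mg2+ inducing control and 100% = high Mg2+ repressing control; strong numbers were not always called active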
West Nile antiviral: inhibition of WNV-induced cytopathic effect – cell-based, CPE readout (AID 1621). actives 0.02% (n = 290,000). West Nile virus-infected cells, CPE inhibition; higher % means a stronger effect. one-dose CPE inhibition, % at 10 µM; IC50 in µM for titrated hits; in the data active = a potency from the dose series; inconclusive = CPE inhibition mostly from about 3.7% at the one dose, without a potency; inactive = the rest, 99 in 100 with CPE inhibition below about 2.2%; also: strong numbers were not always called active
WT yeast gro inh mutant strain: second read-out of WT yeast gro inh, no call of its own (marks repeat the call); inhibition, %; mitochondrial fusion phenotypic screen, mutant strain inhibition
bCat nuc transl cell count 5 µM: also measured in bCat nuc transl; calls as there; cell count; measured here: cell count, cytotoxicity flag
T cell HTS vesicle-bound %: recorded beside T cell HTS, whose call it bears; double positive events, %; measured here: CD8+ vesicle-bound cell fraction;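 binding gate set so that unloaded-vesicle control wells show 10% double positive cells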
Myeloid diff 2 GFP+ MAC1+ %: recorded beside Myeloid diff 2, whose call it bears; GFP+ MAC1+ double positive, %; measured here: differentiation confirmed by MAC1 staining
* hit, by the source's call; i = inactive; ? = inconclusive; / = not tested or not shown; & = joins results of further samples.

SMILES	WT yeast gro inh	WT yeast gro inh mutant strain	bCat nuc transl	bCat nuc transl cell count 5 µM	MgcRacGAP inhibition	RSV antiviral HEp-2	T cell HTS	T cell HTS vesicle-bound %	Large T inhibition	Myeloid diff 2	Myeloid diff 2 GFP+ MAC1+ %	PhoP inhibition	West Nile antiviral
CNS(=O)(=O)c1ccc(NCC2COc3ccccc3O2)c([N+](=O)[O-])c1 (stereo unspecified)	-4	12	-0.8	968	7%	1.6%	i	39	8%	i	0.8	4%	-0.6%
CCCCCCN(CCCCCC)C(=O)Cc1c(-c2ccc(F)cc2)[nH]c2ccccc12	/	/	/	/	3%	7.6%	i	29	11%	?	/	-7%	/
COc1ccc(NS(=O)(=O)c2ccc(OC)c(NC(=O)CCC3CCCC3)c2)cc1	-10	-15	-1.1	966	-6%	0.9%	i	46	3%	i	0.8	-6%	-1.3%
O=C(C1CCCN(S(=O)(=O)c2ccc(F)cc2)C1)N1CCCCC1 (stereo unspecified)	/	/	/	/	-27%	1.9%	i	38	16%	i	4.6	9%	-0.3%
Cn1c(=O)[nH]c(=O)c2c1nc(NCCCn1ccnc1)n2CCOc1ccccc1	-3	9	-3.1	1026	15%	0.9%	i	48	-61%	i	0.6	-4%	0.7%
c1ccc(-n2c(-c3ccncc3)nnc2-c2ccco2)cc1	5	6	-2.3	988	5%	1.6%	i	23	0%	i	0.8	1%	0.6%
CC(C)N1CCC(=NNc2ccc([N+](=O)[O-])cc2S(=O)(=O)N2CCOCC2)CC1	-15	9	-3.7	1087	-13%	-0.6%	i	32	11%	i	0.5	9%	0.0%
O=C(Cc1ccc2c(c1)OCCO2)N1CCN(S(=O)(=O)c2cccs2)CC1	-14	-10	3.5	963	7%	-1.1%	i	28	3%	i	0.5	-3%	-0.2%
CCOc1cccc(-c2c(C(=O)N/N=C/c3cccs3)nnn2-c2nonc2N)c1	/	/	/	/	-5%	9.4%	i	61	7%	?	/	8%	0.0%
O=C(CN1C(=O)C2CCCCC2C1=O)Nc1nccs1 (stereo unspecified)	8	-11	1.3	1085	3%	-0.2%	i	62	-11%	i	0.3	17%	0.1%
COc1ccc(C)cc1NC(=O)C(OC(=O)c1ccc(Cl)c(S(=O)(=O)N(C)c2ccccc2)c1)c1ccccc1 (stereo unspecified)	-19	-5	-2.2	1094	14%	3.0%	i	64	3%	i	0.2	24%	-0.9%
Cc1noc(C)c1COc1ccc2ccc(=O)oc2c1	8	-14	0.8	1077	8%	0.2%	i	52	-1%	i	0.8	1%	-0.2%
Cc1ccccc1/C=N/Nc1ncnc2nc[nH]c12	/	/	1.8	1309	4%	-0.8%	i	35	20%	i	0.7	/	1.1%
CC(C)(C)[C@]1(O)CCN2C[C@H]3c4ccccc4CCc4cccc(c43)[C@@H]2C1	19	-7	-3.3	558	1%	-1.8%	i	26	14%&12%	i	2.5	-8%&0%	0.8%
COC(=O)c1[nH]c2ccc(F)cc2c1NC(=O)C1=COCCO1	-14	9	1.0	1108	2%	2.9%	i	44	-2%	i	1.3	2%	-0.1%
CCOc1ccccc1NC(=S)NCCc1ccc(F)cc1	62*	54*	-6.2	1124	11%	4.4%	i	32	3%	i	0.7	-1%	-1.4%
CCOc1ccccc1-c1nnc(CS(=O)(=O)c2ccccc2)o1	/	/	/	/	-4%	1.0%	i	24	2%	i	0.3	0%	-0.8%
COc1ccc(C(=O)N/N=C/c2c(CO)cnc(C)c2O)cc1	-3	10	-0.4	1083	9%	-0.8%	i	46	27%	i	0.7	1%	-1.1%
CCNC(=O)c1cc(Br)ccc1Cl	9	9	/	/	3%	0.1%	i	19	21%	i	0.9	-1%	0.4%
CC1(c2nnc(Cc3ccccc3)o2)CC(c2c(Cl)cccc2Cl)=NO1 (stereo unspecified)	/	/	/	/	6%	1.5%	/	/	10%	i	1.3	/	-0.5%

An excerpt from the list above, for reference:
SMILES	WT yeast gro inh	WT yeast gro inh mutant strain	bCat nuc transl	bCat nuc transl cell count 5 µM	MgcRacGAP inhibition	RSV antiviral HEp-2	T cell HTS	T cell HTS vesicle-bound %	Large T inhibition	Myeloid diff 2	Myeloid diff 2 GFP+ MAC1+ %	PhoP inhibition	West Nile antiviral
Cc1ccccc1/C=N/Nc1ncnc2nc[nH]c12	/	/	1.8	1309	4%	-0.8%	i	35	20%	i	0.7	/	1.1%
CC(C)(C)[C@]1(O)CCN2C[C@H]3c4ccccc4CCc4cccc(c43)[C@@H]2C1	19	-7	-3.3	558	1%	-1.8%	i	26	14%&12%	i	2.5	-8%&0%	0.8%
COC(=O)c1[nH]c2ccc(F)cc2c1NC(=O)C1=COCCO1	-14	9	1.0	1108	2%	2.9%	i	44	-2%	i	1.3	2%	-0.1%
CCOc1ccccc1NC(=S)NCCc1ccc(F)cc1	62*	54*	-6.2	1124	11%	4.4%	i	32	3%	i	0.7	-1%	-1.4%
CCOc1ccccc1-c1nnc(CS(=O)(=O)c2ccccc2)o1	/	/	/	/	-4%	1.0%	i	24	2%	i	0.3	0%	-0.8%
COc1ccc(C(=O)N/N=C/c2c(CO)cnc(C)c2O)cc1	-3	10	-0.4	1083	9%	-0.8%	i	46	27%	i	0.7	1%	-1.1%
CCNC(=O)c1cc(Br)ccc1Cl	9	9	/	/	3%	0.1%	i	19	21%	i	0.9	-1%	0.4%
CC1(c2nnc(Cc3ccccc3)o2)CC(c2c(Cl)cccc2Cl)=NO1 (stereo unspecified)	/	/	/	/	6%	1.5%	/	/	10%	i	1.3	/	-0.5%

Next section.
SMILES	WT yeast gro inh	WT yeast gro inh mutant strain	bCat nuc transl	bCat nuc transl cell count 5 µM	MgcRacGAP inhibition	RSV antiviral HEp-2	T cell HTS	T cell HTS vesicle-bound %	Large T inhibition	Myeloid diff 2	Myeloid diff 2 GFP+ MAC1+ %	PhoP inhibition	West Nile antiviral
COC(=O)c1ccc(NC(=O)CCS(=O)(=O)c2ccc3c(c2)NC(=O)C(C)S3)cc1 (stereo unspecified)	/	/	/	/	8%	/	i	37	8%	i	3.8	-5%	0.4%
Cc1cc(C)c2c(n1)SCC(=O)N2CC(=O)Nc1cc(F)ccc1F	/	/	/	/	7%	1.4%	i	32	5%	i	1.7	/	-0.2%
CCOC(=O)c1c(NC(=O)CSc2nnnn2-c2ccccc2)sc2c1CCC(C)C2 (stereo unspecified)	-6	9	-0.4	1255	6%	6.8%	i	32	3%	i	0.9	-2%	0.1%
Cc1occc1C(=O)Nc1ccccc1C(=O)O	32	31	-15	942	8%	1.3%	i	38	2%	i	1.0	-22%	0.2%
COc1ccc(OC)c(NC(=O)c2cc(-c3cc(C)c(C)cc3O)n[nH]2)c1	/	/	/	/	/	1.0%	i	35	6%	i	0.5	-2%	-0.8%
Cc1c(CN2CCCC(C(=O)Nc3cccc(-n4cccn4)c3)C2)cnn1C (stereo unspecified)	/	/	/	/	11%	-2.1%	i	10	-4%	i	0.8	7%	0.6%
C=CCOc1ccc2c(c1)c(=O)cc(C(=O)O)n2CC	/	/	-0.6	1090	0%	-0.8%	i	56	9%	i	1.0	-8%	-0.4%
CC(C)(C)c1[nH]nc2c1C(c1ccco1)C(C#N)=C(N)O2 (stereo unspecified)	3	4	1.2	1510	6%	0.3%	i	53	3%	i	0.4	8%	0.7%
CCC(=O)NCCc1cc2cc(C)c(C)cc2[nH]c1=O	4	51	0.8	1399	8%	0.3%	i	42	3%	i	0.8	3%	/
COC(=O)C(=C/C=C/c1ccco1)C(=O)OC	/	/	-0.4	1309	0%	-0.1%	i	22	5%	i	0.5	-7%	0.8%
Cc1cc(=S)cc(C)n1CCCn1ccnc1	-1	-5	-1.6	984	28%	1.2%	i	23	11%	i	0.4	14%	0.4%
CCOc1ccc(/C=C2\SC(=S)N(NS(=O)(=O)c3ccccc3)C2=O)cc1OC	/	/	-1.7	1320	9%	2.9%	i	41	26%	i	0.4	-40%	-0.4%
Cc1cccc(Nc2c([N+](=O)[O-])ccc3nonc23)c1	/	/	/	/	2%	2.1%	i	25	8%	i	0.2	-1%	-0.1%
Cc1cc(C)c2oc(-c3ccc(C)c(NC(=S)NC(=O)/C=C/c4ccco4)c3)nc2c1	5	6	7.0	966	14%	17%	i	32	9%	i	1.0	2%	0.1%
O=C(CCC1CCCN(C(=O)c2ccoc2)C1)NCc1ccccc1F (stereo unspecified)	7	12	0.8	959	-2%	1.6%	i	60	16%	i	0.4	2%	-0.3%
CNC(=O)NC(=O)C(C)OC(=O)CCCc1nc2ccccc2s1 (stereo unspecified)	-2	1	-2.4	1096	4%	1.7%	i	4	19%	i	1.2	3%	0.1%
N#Cc1ccccc1NC(=O)COC(=O)c1ccc(F)cc1F	/	/	/	/	6%	1.8%	i	19	2%	i	1.9	1%	-0.1%
Cc1onc(-c2c(Cl)cccc2Cl)c1NC(=O)NN(C)c1ccc([N+](=O)[O-])cn1	/	/	-0.1	1333	1%	-0.4%	i	28	6%	i	0.2	-1%	0.3%
CC1(C)C=C2[C@H]3CC[C@@H]4[C@@]5(C)CCC(=O)C(C)(C)[C@@H]5CC[C@@]4(C)[C@]3(C)CC[C@@]2(C(=O)O)CC1	59*	-19*	/	/	6%	1.2%	i	24	9%	i	0.9	1%	-0.9%
CS(=O)(=O)c1cccc(C(=O)Nc2cccc(-c3nc4ccccc4[nH]3)c2)c1	/	/	/	/	-2%	2.1%	i	42	13%	i	4.1	-3%	0.5%
